Screening data from PubChem.
MITF act: activators of MITF-driven TRPM1 promoter activity in SK-MEL-5 cells; AID 588334; 0.75% of 300,000 active; activation, % at 12.5 µM; SK-MEL-5 TRPM1-promoter luciferase, 24 h; % of positive control, neutral wells = 0;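 active means mean activation of at least 80% with every replicate also reaching 80%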;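 further: 0% = neutral control wells and 100% = parthenolide positive control wells; values of inactives mirror those of a sister screen read the other way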
SR-BI DiI-HDL act: SR-BI HDL lipid transfer activation. 0.096% of 320,000 active. AID 504775. CHO ldlA[mSR-BI] cells, DiI-HDL uptake fluorescence, 3 h; 100 = double the neutral-control signal. activation, % at 12.5 µM;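 active means mean replicate activation of at least 60% and every replicate at or above 60%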;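 further: 0% = median plate neutral-control signal and 100% = twice that signal; values of inactives mirror those of a sister screen read the other way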
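Material: SR-BI-overexpressing, LDLR-lacking CHO cells | Dosing: Single compound concentration, delivered by pin transfer | Probe or stimulus: Labelled HDL, 10 µg/mL | Signal: Bottom-read cell fluorescence after medium removal, ex 550/em 595 nm | Schedule: 3 h, 37 °C | Evaluation: HDL uptake via cellular fluorescence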
CAL PDZ FP-1: CAL PDZ (human) peptide binding inhibition. 0.92% of 300,000 active. purified CAL PDZ, TMR-peptide fluorescence polarization, 1 h. AID 602252. Q9HD26. inhibition, % at 24.9 µM;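 active means mean inhibition of at least 30% with at least half of replicates also reaching 30%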;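 further: 0% = DMSO neutral control and 100% = excess unlabeled competitor peptide PRC23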
AddAB inh: less growth of phage-infected E. coli with AddAB; E. coli expressing H. pylori AddAB, absorbance growth; inhibition, % at 11.9 µM; 0.29% of 330,000 active; AID 435030; in the data active means inhibition above about 12%;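 further: 0% = vehicle wells of infected cells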
E coli growth: bacterial growth inhibition, counter-screen for AddAB inhibitors | E. coli V3065 growth, OD600 absorbance, 18 h | inhibition, % at 11.9 µM | 0.27% of 330,000 active;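 active means inhibition above the campaign's mean inhibition across all tested compounds plus 3 SD, cut at about 9.9% in these data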;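 further: uninfected addAB+ strain grown without phage in ampicillin broth; 0% = DMSO wells and 100% = ciprofloxacin 0.95 µg/ml wells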
SR-BI HDL uptake: mouse SR-BI HDL lipid transfer inhibition; Q61009; ldlA[mSR-BI] CHO cells, DiI-HDL uptake fluorescence, 3 h; inhibition, % at 12.5 µM; 0.96% of 320,000 active;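 active means mean replicate inhibition of at least 70% and a set share of replicates each scoring 70 or more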;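 further: 0% = median of neutral control wells and 100% = median of positive control wells; values of inactives mirror those of a sister screen read the other way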
Target sequence (Q61009 whole entry, looked up): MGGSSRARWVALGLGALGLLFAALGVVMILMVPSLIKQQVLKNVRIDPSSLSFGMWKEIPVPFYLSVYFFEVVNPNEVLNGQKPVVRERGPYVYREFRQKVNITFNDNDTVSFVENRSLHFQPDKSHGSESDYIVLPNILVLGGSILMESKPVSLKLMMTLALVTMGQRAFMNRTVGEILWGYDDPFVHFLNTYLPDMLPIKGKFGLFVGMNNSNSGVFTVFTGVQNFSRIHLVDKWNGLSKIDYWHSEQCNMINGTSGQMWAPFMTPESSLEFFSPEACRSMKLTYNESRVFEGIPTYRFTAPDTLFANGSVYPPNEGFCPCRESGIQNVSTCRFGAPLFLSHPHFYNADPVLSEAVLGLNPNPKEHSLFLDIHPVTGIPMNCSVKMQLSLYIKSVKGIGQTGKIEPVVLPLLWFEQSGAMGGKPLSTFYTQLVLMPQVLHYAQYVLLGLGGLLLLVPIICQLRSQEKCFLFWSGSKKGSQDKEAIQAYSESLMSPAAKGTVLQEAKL
Wnt bcat act: activates Wnt/beta-catenin signaling in a reporter cell assay; activator, plate reader; activation, % at 9.35 µM; 1.2% of 300,000 active; AID 743398; in the data active means activation above about 30%, passing the limit was not always enough;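 further: 0% = neutral control wells and 100% = positive control wells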
Tat export inh: E. coli Tat transport inhibition. inhibition, % at 10 µM. E. coli MC4100 TorA-mCherry Tat export, fluorescence. 0.036% of 340,000 active;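 active means mean replicate inhibition at least 50% and at least half of replicates individually reaching 50%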;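 further: exported cargo escapes ClpAP degradation while cytoplasmic cargo is degraded and loses fluorescence; 0% = median of neutral control wells and 100% = median of NaSCN control wells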
CAL PDZ FP-2: inhibitors of human CAL PDZ peptide binding; purified CAL PDZ, TMR-peptide fluorescence polarization, 1 h; AID 504414; inhibition, % at 20 µM; 0.02% of 330,000 active;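 active means highest replicate inhibition of at least 40%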;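 further: plate controls were DMSO neutral control wells for no effect and unlabeled competitor peptide control wells for full effect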
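Read-out basis: mP drop reported as inhibition | Assay system: Tagged CAL PDZ protein CerCALP, purified | Benchmarks: Unlabelled peptide for full inhibition, DMSO wells as neutral | Schedule: 1 h incubation at room temperature before polarization reading | Buffer or medium: Sodium phosphate/NaCl buffer pH 7.4 with TCEP, IgG, Thesit | Doses: Single point, 20 µM | Measured by: Fluorescence polarization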
phage Ecoli inh: E. coli growth loss with phage present; growth absorbance; inhibition, % at 11.9 µM; 0.26% of 360,000 active; AID 651602; in the data active means inhibition above about 11%
* hit, by the source's call; . = no result given.

Sequence of screens: MITF act, SR-BI DiI-HDL act, CAL PDZ FP-1, AddAB inh, E coli growth, SR-BI HDL uptake, Wnt bcat act, Tat export inh, CAL PDZ FP-2, phage Ecoli inh
CC(CN1CCN(C/C=C/c2ccccc2)CC1)c1ccccc1 (centres undefined)
    -4, ., ., 0.6, 1.2, ., 0, -1, 0.5, 1.0
CN(c1ccc(O)cc1)S(=O)(=O)c1ccc2ccccc2c1
    33, 1, 0, 4.6, -0.9, -1, 0, 10, -2.5, 0.2
S=c1[nH]nc(-c2n[nH]c3c2CCC3)n1/N=C/C=C/c1ccccc1
    ., ., ., -0.3, 0.8, ., 0, ., ., 0.2
COc1cc(NC(=O)COc2cc(O)c3c(c2)OC(C)(C)CC3=O)cc(OC)c1OC
    -67, -64, -3, 4.9, 1.7, 64, -2, -5, -1.4, 3.2
CC1(C)CC(=O)C=C(Nc2cc(-c3ccccc3)[nH]n2)C1
    27, -32, ., 2.8, -1.8, 32, ., -4, -1.6, 2.6
COc1ccc(-c2coc3cc(O)ccc3c2=O)cc1OC
    39, 15, ., 1.2, -2.4, -15, ., -1, -1.3, 2.4
COc1ccc(OCCCC(=O)OCC(=O)Nc2c(C)nn(-c3ccccc3)c2C)cc1
    -1, 3, -3, -2.4, -1.5, -3, 1, 1, -2.6, 1.8
CC(=O)c1c(C(C)=O)c(C)n(Cc2ccc3c(c2)OCO3)c1C
    -10, 3, ., 2.6, 1.2, -3, ., -2, -0.4, 1.1
COc1ccc(N(C(=O)c2snc(C(N)=O)c2N)C(C(=O)NC2CCCCC2)c2ccc(C)o2)cc1 (centres undefined)
    1, 13, 6, -0.7, -1.6, -13, -1, 0, -1.4, -3.0
Cc1cnc(C(=O)N2CCCC(C(=O)c3cccc(OC(C)C)c3)C2)cn1 (centres undefined)
    3, 8, ., -1.6, 0.2, -8, -1, 9, 0.0, 2.9
CC(C)CNC(=O)c1cccc(NC(=O)C(C)Oc2ccccc2)c1 (centres undefined)
    -16, -5, -5, 3.8, 1.8, 5, -2, 6, -0.1, 7.8
CN(C)S(=O)(=O)c1cc(NC(=O)CSc2nn(-c3ccc(Cl)cc3)c(=S)s2)ccc1Cl
    -12, -36, -2, 4.0, -0.3, 36, -2, 2, -1.0, 0.6
COc1ccc(N(C(=O)c2csnn2)C(C(=O)NC2CCCC2)c2ccccc2)cc1 (centres undefined)
    ., ., -5, -1.2, -0.9, ., 0, 19, -1.9, 1.8
CCOc1ccc(C(=O)NNC(=O)c2cc(S(=O)(=O)N3CCOCC3)ccc2Cl)cc1
    ., -6, -6, 2.7, 0.9, 6, 6, -6, 0.7, -0.1
CN(C)c1ccc(NC(=O)CSc2nnc(-c3cccs3)n2Cc2ccco2)cc1
    -6, -6, ., 2.6, 0.8, 6, ., -11, -3.0, 0.9
Cc1cc(NC(=O)c2cncc(Br)c2)ccc1NC(=O)c1cc2ccccc2o1
    -65, -97, -5, -0.6, 0.0, 97*, -4, 3, -2.1, -1.6
CCOC(=O)c1ccccc1NC(=O)CSc1ccccc1
    -2, -8, 1, 2.7, -1.5, 8, ., 12, -0.1, 3.3
CCOC(=O)C(=O)Nc1ccc(OCc2ccccc2)cc1
    4, 21, -6, 0.0, 0.7, -21, -1, -1, -0.5, 0.8
O=[N+]([O-])c1ccc(N2CCN(Cc3ccc([N+](=O)[O-])o3)CC2)cc1
    -8, -13, ., ., ., 13, -4, -14, -0.6, 0.6
Cc1cnc([N+](=O)[O-])n1CCOC(=O)NC(=O)c1cccc(F)c1
    -6, 31, 1, 2.9, 2.0, -31, 0, 7, -0.8, 2.8
Cc1ccc(OCCNc2ccc(C(F)(F)F)cc2[N+](=O)[O-])cc1
    16, 16, -1, 5.7, -2.3, -16, ., -4, -2.4, 2.6
CCCCc1c(O)c2ccccc2n(CCCC)c1=O
    0, 7, 0, 1.0, 0.1, -7, -3, -3, -0.7, 0.6
O=C(NC1CCN(S(=O)(=O)c2ccc(Cl)cc2)CC1)C1CCCCC1
    -5, ., 4, -0.4, -2.1, ., -3, -5, -2.2, 0.1
CCCCc1nc2ccccc2c(=O)n1NC(=O)c1c(O)c2cccc3c2n(c1=O)CC3
    -8, 9, -2, 3.8, -3.1, -9, ., 2, -1.4, 3.4
CC1=C(C(=O)Nc2ccc(C(=O)N3CCN(c4ccccc4F)CC3)cc2)SCCO1
    5, -6, 0, 2.2, -2.7, 6, 2, 4, -2.4, -3.5
CSc1nc2ccc(NS(=O)(=O)c3ccc(Cl)s3)cc2s1
    7, 9, -6, 1.6, 0.4, -9, 1, 5, -0.1, 2.9
Cc1ccc(S(=O)(=O)NNC(=O)CCC(=O)Nc2ccc(C)cc2C)cc1
    0, ., 2, 4.7, -0.3, ., ., -12, -1.0, 4.7
CCC(=O)NCCCc1nc(-c2ccccc2)no1
    13, 23, -1, 2.4, -1.6, -23, -1, -6, -3.0, 3.6
Cc1ccc(CN(C(=O)c2cccs2)C2CCS(=O)(=O)C2)cc1 (centres undefined)
    7, 25, 13, -1.9, -2.2, -25, 0, -2, -2.4, 1.2
O=C(CCSc1ccc(Cl)c(Cl)c1)NC12CC3CC(CC(C3)C1)C2
    60, -13, 0, -0.2, 1.4, 13, ., 3, 0.2, 3.0
O=C(N/N=C/c1ccc(C(=O)O)cc1)C1=NNC(c2ccccc2)(c2ccccc2)C1
    2, 22, 0, 1.6, 1.1, -22, 0, -1, -1.0, 2.5
Cc1c(C(=O)N(Cc2ccccc2)C(C)C)cnn1-c1ccccc1
    -12, -26, 8, 0.4, 0.1, 26, -2, 2, -0.8, 1.0
Nc1ccc(Nc2nc3ccccc3[nH]2)cc1
    ., -2, -7, 0.8, -1.0, 2, 0, 0, 0.2, -0.7
CCN(C(=O)CSc1ncccn1)C1CCS(=O)(=O)C1 (centres undefined)
    -3, ., -10, 2.2, -0.2, -10, 1, -6, -0.5, 2.7
OC(CN1CCN(Cc2ccccc2)CC1)Cn1c2ccccc2c2ccccc21 (centres undefined)
    -1, -34, -1, 0.2, 0.5, 34, -13, 1, -2.8, 2.4
CC1=C(C)CC(C(=O)N2CCN(Cc3ccccc3)CC2)C(C(=O)O)C1 (centres undefined)
    ., 40, -3, -0.7, -0.4, -40, 1, -4, -1.4, 3.4
O=C(CCN1C(=O)C2CC=C(Cl)CC2C1=O)NCc1ccco1 (centres undefined)
    -5, 16, -2, -0.7, 1.4, -16, ., 6, -1.4, 3.1
Cc1ccc(S(=O)(=O)/N=C(/Nc2ccc(F)cc2F)c2ccc(F)cc2)cc1
    7, 14, -3, -1.3, -2.3, -14, 1, 6, -2.4, 3.0
CCOC(=O)c1sc(NC(=O)CSc2nc3ccccc3o2)c(C(=O)OCC)c1C
    31, -46, -3, 1.8, -0.8, 46, 11, -3, -0.8, 0.1
Cc1ccc(Nc2ncccc2C(N)=O)cc1[N+](=O)[O-]
    91*, -11, -1, -1.1, 1.3, 11, 70*, 0, -3.0, 2.9
COc1ccc(-c2csc(N(CCCN(C)C)C(=O)c3cc(OC)c(OC)c(OC)c3)n2)cc1
    ., 9, -5, 4.4, -1.3, -9, 1, 1, -1.9, 1.2
COc1ccc(-c2cc(C(F)F)n3ncc(C(=O)N4CCc5ccccc54)c3n2)cc1
    -16, -54, 4, 0.7, -2.7, 54, -16, 5, -1.6, 3.8
c1csc(C2C3=C(Nc4ncnn42)c2ccccc2OC3)c1 (centres undefined)
    -12, 13, 2, -0.8, -1.9, -13, 5, -5, -2.4, 0.9
COc1cccc(-n2c(SCC(=O)NCc3ccco3)nnc2-c2c[nH]c3ccccc23)c1
    3, -2, 1, -3.1, -0.6, 2, -1, -5, 0.0, 3.8
Cc1nnc(NC(=O)C2CC(=O)N(C(C)c3ccccc3)C2)s1 (centres undefined)
    5, -4, -2, 0.6, -3.9, 4, 1, -9, -2.4, 0.4
COc1ccc(N2C(=O)CSC23C(=O)N2CCCc4cccc3c42)cc1 (centres undefined)
    1, -3, -2, -0.2, -0.2, 3, 1, 8, -0.3, 4.0
COc1ccc(-c2nnn(CC(=O)N(Cc3ccco3)C(C(=O)NCC3CCCO3)c3ccco3)n2)cc1 (centres undefined)
    -3, 4, 6, 4.7, -0.5, -4, ., -1, -2.1, 1.3
O=C(CSc1nc(=O)n(CCCN2CCOCC2)c2c1CCCC2)Nc1ccc(Cl)cc1
    -6, -7, -5, 1.2, -0.7, 7, ., 4, -4.1, 0.7
COc1ccc(C2/C(=C(\O)c3ccc4c(c3)CC(C)O4)C(=O)C(=O)N2Cc2cccnc2)c(OC)c1 (centres undefined)
    -8, 6, -1, 0.4, 0.2, -6, 0, -7, 1.1, 2.2
O=C(COC(=O)c1c(Cl)cccc1Cl)NCC1CCCO1 (centres undefined)
    -3, -1, 5, 3.9, 1.2, 1, -1, 2, 0.2, 0.2
O=C(NCC1CCCCC1)c1cc(S(=O)(=O)N2CCCCC2)ccc1N1CCOCC1
    5, 24, 3, 3.5, 1.0, -24, -1, -1, -0.1, 3.5
Cc1ccc(C2(C)NC(=O)N(CC(=O)NC3CCCCC3)C2=O)cc1 (centres undefined)
    4, 25, ., ., ., -25, 0, -6, -1.8, -0.7
CCc1ccc(C(O)(CNCc2ccccc2)c2ccccc2)cc1 (centres undefined)
    -3, ., 1, ., ., ., 1, -1, -0.1, 1.4

Reformatted: entries from further up
OC(CN1CCN(Cc2ccccc2)CC1)Cn1c2ccccc2c2ccccc21 (centres undefined)
- MITF act: -1
- SR-BI DiI-HDL act: -34
- CAL PDZ FP-1: -1
- AddAB inh: 0.2
- E coli growth: 0.5
- SR-BI HDL uptake: 34
- Wnt bcat act: -13
- Tat export inh: 1
- CAL PDZ FP-2: -2.8
- phage Ecoli inh: 2.4

CC1=C(C)CC(C(=O)N2CCN(Cc3ccccc3)CC2)C(C(=O)O)C1 (centres undefined)
- MITF act: .
- SR-BI DiI-HDL act: 40
- CAL PDZ FP-1: -3
- AddAB inh: -0.7
- E coli growth: -0.4
- SR-BI HDL uptake: -40
- Wnt bcat act: 1
- Tat export inh: -4
- CAL PDZ FP-2: -1.4
- phage Ecoli inh: 3.4
